Screens from PubChem.
GLP-1R inv ag: qHTS of GLP-1 Receptor Inverse Agonists (Inhibition Mode) | Glucagon-like peptide 1 receptor (Homo sapiens), P43220 | HEK293 GLP-1R CRE-luciferase, luminescence, 24 h; GLP-1R form is constitutively active | Potency, µM (titrated, usually from 38.3 µM), inactives show top-dose activity change, negative = inhibition, most hits filed as inhibitors | hit rate 1.6% among 410,000 | AID 624417, 2012; also: potency is read from the fitted curve at half-maximal effect; % is scaled to controls: 0 for no effect and ±100 for the full control effect; nearly all actives have a fitted effect of over 55% in size
Target sequence (P43220 whole entry, looked up): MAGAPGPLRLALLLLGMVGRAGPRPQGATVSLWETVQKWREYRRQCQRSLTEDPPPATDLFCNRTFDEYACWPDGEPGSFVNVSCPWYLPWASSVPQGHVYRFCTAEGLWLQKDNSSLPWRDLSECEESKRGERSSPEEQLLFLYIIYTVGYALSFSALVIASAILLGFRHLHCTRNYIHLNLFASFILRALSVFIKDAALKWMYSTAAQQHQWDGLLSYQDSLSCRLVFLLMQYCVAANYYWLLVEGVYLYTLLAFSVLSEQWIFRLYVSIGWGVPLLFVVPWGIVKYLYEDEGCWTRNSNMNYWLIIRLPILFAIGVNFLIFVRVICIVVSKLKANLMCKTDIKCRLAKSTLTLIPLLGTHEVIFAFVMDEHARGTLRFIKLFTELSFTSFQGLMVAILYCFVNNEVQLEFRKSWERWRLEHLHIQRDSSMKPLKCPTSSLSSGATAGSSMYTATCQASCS
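Luminescence readout: a drop in cAMP-driven luciferase signal flags inverse agonism at a constitutively active GLP-1R stably expressed in HEK293. Compound exposure lasted 24 hr at 37 deg C, 5% CO2.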
TDP-43 yeast inh: qHTS of TDP-43 Inhibitors; TDP-43 expressing yeast growth rescue, BacTiter-Glo, 24 h; Potency, µM (top dose mostly 46.1 µM), for inactives: at the highest dose growth rescue (activation), most hits filed as activators; hit rate 1.8% among 410,000; AID 652104, 2013; also: potency is read from the fitted curve at half-maximal effect; % of control where 0% means no effect; nearly all actives have a fitted effect of over 50% in size
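Galactose-induced TDP-43 yeast, OD600=0.02, compound pinned; 24 hr, 30 deg C; BacTiter-Glo luminescence for growth. Inhibitors of TDP-43 toxicity read as activators.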
Akt phos inh: HTS Assay for Inhibitors of Akt Phophorylation: Primary Screen | AID 651550, 2012 | activity change, % for hits at 50 µM | hit rate 0.32% among 360,000 | Neuro2A IGF-stimulated pAkt S473 HTRF, 20 min; hits give low values; in the data active = activity change below about -80%; inconclusive = mostly about -51% to -80%; also: % is scaled to controls: 0 for no effect and ±100 for the full control effect
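Single-point screen (50 µM final compound) in Neuro2A cells stimulated 20 min with 6 nM IGF at 37 deg C. After lysis, Ser473-phosphorylated Akt read by HTRF (ex 330 nm, em 615/665 nm) as the 665/615 ratio.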
MmCpn inh: Inhibitors of TCP-1 ring complex (TRiC) of Methanococcus maripaludis (MmCpn): qHTS; Chaperonin Mm-Cpn (Methanococcus maripaludis); purified Mm-Cpn ATPase, ADP Transcreener TR-FRET; Potency, µM (highest dose often 76.9 µM), for the others: top-dose activity, negative = inhibition, usual class: inhibitors; hit rate 0.031% among 330,000; AID 504842, 2011; also: potency is read from the fitted curve at half-maximal effect; % is scaled to controls: 0 for no effect and ±100 for the full control effect; nearly all actives have a fitted effect of over 80% in size
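ATP (10 uM final) was added to archaeal chaperonin (25 nM final) after 10 min exposure to test compound at 37°C; after 30 min further incubation, ADP was detected by competitive TR-FRET.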
FUS yeast rescue: qHTS for Suppressors of FUS Proteinopathy: Primary screen using FUS-linked yeast assay; S. cerevisiae FUS-expressing, growth rescue, OD600, 24 h; hit rate 0.24% among 390,000; Potency, µM (highest dose often 76.6 µM), without a hit: top-dose growth rescue (activation), actives largely listed as activators;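 also: potency is read from the fitted curve at half-maximal effect; plate controls were DMSO vehicle for no effect and reference control for full effect; nearly all actives have a fitted effect of over 55% in size; some results filed as inactive show a strong effect at the top dose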
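Yeast FUS proteinopathy model; galactose-induced FUS (2%), starting OD 0.005. Cpds in dilution series, 24hr, 30C, 99% humidity. Abs 600 nm growth. Pos ctrl CP55940 (top 92uM final); neg ctrl DMSO.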
Abeta rescue: qHTS for compounds that reverse cellular toxicity of Amyloid beta (A-beta) peptide in yeast: Primary Screen; hit rate 0.063% among 410,000; Potency, µM (top dose mostly 46.1 µM), for inactives: at the highest dose growth rescue, actives largely listed as activators; yeast expressing A-beta42, growth rescue, OD600, 48 h; response scale: 0% DMSO, 100% iron-clioquinol control; also: potency is read from the fitted curve at half-maximal effect; nearly all actives have a fitted effect of over 55% in size
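Yeast growth medium received pinned compounds, then yeast cells expressing toxic A-beta were added; plates incubated at 30 C for 48 hr. Growth read as absorbance at 600 nm, normalized to DMSO and equimolar FeCl3 plus clioquinol controls.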
aSyn rescue: qHTS of alpha-syn Inhibitors | hit rate 0.14% among 370,000 | Yeast expressing alpha-synuclein, growth rescue, BacTiter-Glo, 24 h | Potency, µM (top dose mostly 46.1 µM), for inactives: top-dose growth rescue (activation), hits mostly activators | AID 652106, 2013; also: potency is read from the fitted curve at half-maximal effect; % of control where 0% means no effect; nearly all actives have a fitted effect of over 65% in size
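Rescue of yeast growth: cells expressing toxic alpha-synuclein, induced in galactose at OD600 0.02, incubated with compound 24 h at 30 C. ATP luminescence quantified growth; inhibitors of toxicity appear as activators.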
PTHR1 ag: qHTS for PTHR1 Agonists: Primary Screen; Parathyroid hormone/parathyroid hormone-related peptide receptor (Homo sapiens), Q03431; HEK293 GP2 PTHR1 cells, GloSensor cAMP luminescence, 1 h; Potency, µM (doses to about 115 µM), for inactives: at the highest dose activation, actives largely listed as activators; hit rate 0.075% among 410,000; AID 743266, 2014; also: potency is read from the fitted curve at half-maximal effect; nearly all actives have a fitted effect of over 55% in size; some results filed as inactive show a strong effect at the top dose; inactives centre near -15; many of its hits are not listed in these tables
Target sequence (Q03431 whole entry, looked up): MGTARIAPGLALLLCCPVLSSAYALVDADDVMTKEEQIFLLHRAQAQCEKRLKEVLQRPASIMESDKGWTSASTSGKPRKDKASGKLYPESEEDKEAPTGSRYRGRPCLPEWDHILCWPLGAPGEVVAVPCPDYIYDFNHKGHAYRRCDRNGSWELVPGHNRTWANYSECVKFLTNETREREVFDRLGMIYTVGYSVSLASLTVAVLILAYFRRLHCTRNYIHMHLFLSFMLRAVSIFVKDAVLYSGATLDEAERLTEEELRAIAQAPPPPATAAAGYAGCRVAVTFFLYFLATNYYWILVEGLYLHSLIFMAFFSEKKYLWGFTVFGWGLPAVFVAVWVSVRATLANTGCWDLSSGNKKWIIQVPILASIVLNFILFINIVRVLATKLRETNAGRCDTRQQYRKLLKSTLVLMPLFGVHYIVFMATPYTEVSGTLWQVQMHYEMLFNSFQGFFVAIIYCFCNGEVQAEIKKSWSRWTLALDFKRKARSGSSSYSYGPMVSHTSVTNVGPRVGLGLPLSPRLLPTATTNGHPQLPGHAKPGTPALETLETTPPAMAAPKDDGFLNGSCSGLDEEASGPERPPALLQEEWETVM
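HEK-293-derived GP2 cells expressing PTHR1 and a GloSensor cAMP reporter, 3,000/well, plated overnight, given luciferin plus IBMX (each 0.5 mM as added) for 1 h at 37 °C, then compound for 1 h at 37 °C. Luminescence was read after 15 min at room temperature.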
GLP1R cytotox: qHTS of GLP-1 Receptor Inverse Agonists: Cytotox Screen | HEK293 cAMP-luciferase reporter cells, luminescence, 24 h | Potency, µM (highest dose often 38.3 µM), for the others: at the highest dose activity change, negative = inhibition, hits mostly inhibitors | hit rate 0.13% among 410,000 | AID 624418, 2012;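 also: loss of luciferase light is scored as toxicity; potency is read from the fitted curve at half-maximal effect; % is scaled to controls: 0 for no effect and ±100 for the full control effect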
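Cells in DMEM/10% Nu serum/1% pen-strep, 1536-well format. Pre-incubated 12 h, dosed with 23 nL compound, incubated a further 24 h. Luciferase detection, 12 min at room temp, luminescence.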
The depositor's hits bear a star; i = inactive; ? = inconclusive; . = no result given; & = joins results of further samples; [ ] = dose if it differs, or a comment. Unless noted, calls follow the shape of the dose curve; as a rule, active = well fitted curve in the direction sought with a large enough effect; inconclusive = small, poorly fitted or top-dose-only effect, or another doubt; inactive = no such curve, though single readings can be large; an effect the other way counts as inactive or inconclusive.

Values run as follows: GLP-1R inv ag	TDP-43 yeast inh	Akt phos inh	MmCpn inh	FUS yeast rescue	Abeta rescue	aSyn rescue	PTHR1 ag	GLP1R cytotox
COc1ccc(N2CCN(c3oc(/C=C/c4ccccc4OC)nc3C#N)CC2)cc1
    10%	4%	.	.	38%	-14%	.	28%	-6%
O=C(NCc1cccnc1)C1CCC(CNS(=O)(=O)c2ccc(Cl)cc2)CC1 (stereo unspecified)
    ?	-28%	i	3%	18%	12%	-8%	i	-6%[7.66 µM]
Cc1ccc(OCC(=O)Nc2cccc(C(=O)OCc3cc(=O)n4cc(C)sc4n3)c2)cc1
    -21%	18%	.	.	18%	-1%	.	i	-7%
COc1ccc(-c2cc(=O)oc3cc(OC(C)C(=O)Nc4ccc(CN5CCOCC5)cc4)ccc23)cc1 (stereo unspecified)
    ?	1%	i	-2%	11%	5%	?	i	-4%
COc1ccc(C(CC(=O)Nc2cc(OC)c(OC)c(OC)c2)N2Cc3ccccc3C2=O)cc1 (stereo unspecified)
    1%	-4%	.	.	43%	4%	.	-30%[inhibitor]	1%
COc1ccc(Nc2nc3ccccc3c(=O)s2)c(OC)c1
    -1%	19%	i	1%	3%	17%	10%	1%[57.5 µM]	-18%
Cc1ccc(N(C(C)C(=O)O)S(=O)(=O)c2c(C)n[nH]c2C)cc1 (stereo unspecified)
    0%	8%	i	0%	-22%	-9%	-2%	i	19%
CCc1ccc(CNC(=O)C2CCCN(c3nn4cc(-c5ccc(F)cc5)nc4s3)C2)cc1 (stereo unspecified)
    -36%	-3%	.	.	-1%	-6%	.	-26%	3%
C=CCn1c(-c2cccc3ccccc23)n[nH]c1=S
    -1%	-13%	.	-4%	-23%	1%	.	i	-1%
CCCCOc1ccc(C(O)(CC)CCN2CCOCC2)cc1 (stereo unspecified)
    -25%	-4%	i	-2%	-5%	23%	5%	i	-20%
Cc1ccc(C(=O)CN(CCC(=O)O)S(=O)(=O)c2ccc([N+](=O)[O-])cc2)cc1
    7%	23%	i	0%	-29%	3%	-2%	6%	4%
Cc1ccc(CSCCNC(=O)c2ccc(N(C)S(=O)(=O)c3ccccc3)cc2)cc1
    ?	-5%	i	-1%	17%	1%	0%	-23%[57.5 µM]	7%
COc1ccc(C(CNC(=O)c2cccc(S(=O)(=O)N3CCCC3)c2)N2CCCC2)cc1 (stereo unspecified)
    -8%	20%	i	1%	-3%	-14%	6%	i	-7%
O=C(NC(Cc1ccccc1)C(=O)O)c1ccc(S(=O)(=O)N2CCOCC2)cc1 (stereo unspecified)
    20%	-9%	.	0%	14%	3%	2%	i	1%
CCc1ccc2[nH]c(C(=O)Nc3ccc(F)cc3Br)cc2c1
    0%	-4%	i	?	4%	-11%	-7%	-2%	2%
COCCNC(=O)CCc1c(C)nc2nc(-c3cc(OC)cc(OC)c3)nn2c1C
    2%	-9%[0.397 µM]	i	3%	-2%	0%	1%	i	-2%
C#CCn1cccc(C(=O)Nc2ccc(OC)cc2)c1=O
    10%	25%	i	0%	-7%	-15%	-4%	-20%	2%
CC(NC(=O)c1ccccc1Br)C1CC2CCC1C2 (stereo unspecified)
    ?	14%	i	.	10%	-15%	3%	-15%	-3%
COc1ccc(NC(=O)n2ncc3cc(Cl)ccc32)cc1OC
    66%[activator]	11%	i	-1%	-7%	-15%	11%	i	5%
CC(=O)CC(CC(=O)NC1CCCCC1)c1ccccc1 (stereo unspecified)
    3%	12%	i	.	-12%	13%	1%	-12%	-35%
CCCc1nc2ccc(Cl)cn2c1Cc1ccc(C)cc1
    8%	11%	i	.	-9%	10%	23%	-58%[inhibitor]	2%
CCOC(=O)c1c(NC(=O)COC(=O)Cn2c(C)nc3ccccc32)sc2c1CCCC2
    28%	?	i	1%	-4%	-16%	3%	i	7%
CC(C)CN(C(=O)c1ccc(S(=O)(=O)N2CCCC2)cc1)C1CCS(=O)(=O)C1 (stereo unspecified)
    -7%	6%	i	0%	-1%	24%	-6%	-2%	1%
O=C(O)c1ccc(CSc2nnc(-c3ccncc3)n2-c2ccc(Cl)cc2)cc1
    -10%	14%	i	-1%	-14%	5%	-2%	-1%	-5%
O=S(=O)(c1cc(F)ccc1F)N1CCN(c2ccccn2)CC1
    0%	?	i	0%	-22%	-1%	1%	-17%	7%
CC(=O)c1cccc(NC(=O)C2C3C=CC(C3)C2C(=O)O)c1 (stereo unspecified)
    7%	-10%	i	1%	-18%	-2%	-5%	-17%	3%
O=c1c2c3c(sc2n2cnnc2n1Cc1ccccc1)CN(Cc1ccccc1)CC3
    ?	7%	i	-2%	?	-11%	-4%	i	3%
Cc1c(-c2ccccc2)n(-c2ccc(Cl)cc2)c2nc3c(c(=O)n(C)c(=O)n3C)n12
    3%	-7%	.	.	-22%	12%	.	i	4%
CCc1ccc(OCCSc2nc3ccccc3n2CC(=O)O)cc1
    -11%	16%	i	1%	-16%	5%	3%	-24%	-6%
Cc1cc(C)c(NC(=O)Cn2c(=O)n(CC(=O)NCCc3ccccc3)c(=O)c3ccccc32)c(C)c1
    20%	-2%	.	.	4%	-15%	.	i	-4%

Following part.
Values run as follows: GLP-1R inv ag	TDP-43 yeast inh	Akt phos inh	MmCpn inh	FUS yeast rescue	Abeta rescue	aSyn rescue	PTHR1 ag	GLP1R cytotox
CC(C)CN(C(=O)Cn1c(C(F)(F)F)nc2ccccc21)C1CCS(=O)(=O)C1 (stereo unspecified)
    11%	8%	i	0%	12%	7%	-5%	-19%	-1%
COC(=O)c1ccccc1NC(=O)Nc1nnc(N2CCC(C)CC2)s1
    8%&15%	10%[9.22 µM]	i	2%	-19%&3%	-12%&-24%	1%	i	-4%&0%
Cc1ccc(C(=O)C(C)OC(=O)CNS(=O)(=O)c2ccc(C)cc2)cc1 (stereo unspecified)
    6%	20%	i	1%	5%	-5%	2%	-10%	3%
COc1cccc(C(=O)Nc2cccc(NC(=O)c3cccs3)c2)c1
    -26%	16%	i	1%	8%	5%	-1%	-55%	-27%
CCOc1ccc(S(=O)(=O)N2CCN(C(=O)c3cc(-c4ccccc4)nn3-c3ccccc3)CC2)cc1
    -3%	-4%	i	1%	5%	4%	-5%	-39%[inhibitor]	9%
O=c1[nH]c2ccccc2nc1/C=C/c1ccccc1
    7%	-3%	i	4%	29%	-8%	-2%	-17%	60%[activator]
CCC(=O)N1CCCC(C)(C(=O)Nc2ccc3scnc3c2)C1 (stereo unspecified)
    -3%	20%	i	.	-7%	-15%	1%	i	-9%
COc1ccc(CC(=O)NCc2n[nH]c(=S)n2C)cc1
    3%	8%	i	1%	-1%	-9%	0%	-8%	-9%
COc1ccc(C(=O)NC2CCN(C(=O)Nc3ccccc3Cl)CC2)cc1
    -26%	-3%	i	0%	10%	-6%	0%	-19%	1%
CC(C)[C@H]1C(=O)Nc2ccccc2N1C(=O)N[C@@H](Cc1ccccc1)C(=O)N[C@@H](C(=O)O)c1ccccc1
    -10%	7%	i	0%	1%	-14%	-1%	i	3%
CC(=O)Nc1ccc(C(=O)Nc2cc(S(=O)(=O)N3CCOCC3)ccc2N2CCOCC2)cc1
    -3%	-9%	i	.	.	-1%	2%	-22%	-20%
COc1ccc(S(=O)(=O)Nc2ccc3c(c2)CCCN3S(=O)(=O)c2ccc(C)cc2)cc1F
    ?	20%[9.22 µM]	.	.	?	2%	.	-26%	-11%
CCN(CC)C(=O)C1=C(C)N(Cc2ccc(C(C)(C)C)cc2)C(=O)C(CC(=O)NC2CC2)C1 (stereo unspecified)
    -9%	0%	i	.	4%	3%	0%	-25%	-2%
CSc1ccc(/C=N/n2c(C3CCCCC3)n[nH]c2=S)cc1
    ?	-23%	i	1%	26%	?	-22%	i	0%
Cc1nn(Cc2ccccc2Cl)c(C)c1N
    3%	18%	i	-1%	.	-10%	-1%	i	2%
Cc1ccc(S(=O)(=O)N2CCOCC2)cc1C(=O)NC1CCCC(C)C1C (stereo unspecified)
    -15%	14%	i	-3%	14%	5%	-2%	-63%[inhibitor]	9%
C=CC[C@@H](CC(=O)N(CCO)Cc1ccccc1)C(=O)N[C@H](COC(=O)[C@@H](CC=C)Cc1ccc(F)cc1)c1ccccc1
    ?	26%	i	-3%	?	5%	-7%	i	?
COc1ccc(CCNC(=O)c2cc(-c3ccc(C)c(C)c3O)n[nH]2)cc1OC
    -12%	1%	.	2%	35%	10%	7%	-7%[57.5 µM]	0%
COc1ccc(-n2c(=O)c3ccc(C(=O)NCc4ccc(C)cc4)cc3n(Cc3ccc(F)cc3Cl)c2=O)cc1
    10%	20%	.	.	-11%	3%	2%	i	-1%
CCn1cc(C(=O)N2CCCC(N3CCN(c4ccccc4C)CC3)C2)cn1 (stereo unspecified)
    -15%	8%	i	-1%	0%	3%	5%	-10%	-1%

Not all compounds are listed. The share of hits here may be higher or lower than overall.
